Source: PubChem BioAssay
RPL19A TOR yeast: RPL19A-GFP expression modulators in yeast, primary screen, cell-based, S. cerevisiae, multiplex flow cytometry, MLPCN; S. cerevisiae RPL19A-GFP strain, 3 h; stronger effect = lower value; percent response vs DMSO, % at 10 µM; 330,000 compounds, 0.3% hits;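 active = percent response vs DMSO below 50%; inconclusive = fewer than 70 events counted for the yeast strain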;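 note: median channel GFP fluorescence of the barcoded RPL19A-GFP strain; ratio of sample median GFP to plate DMSO average so 100% = DMSO; lower means less RPL19A-GFP as with rapamycin TOR inhibition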
MEP2-GFP yeast: modulators of MEP2-GFP levels in yeast, primary screen, S. cerevisiae, multiplex flow cytometry, MLPCN library; S. cerevisiae MEP2-GFP strain, 3 h; 100% = DMSO control level; GFP response vs DMSO, % at 10 µM; 330,000 compounds, 0.51% hits;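 active = GFP response versus DMSO above a set limit, roughly screen mean plus 3 SD, cut at about 180% in these data; inconclusive = fewer than 70 cells counted for a yeast strain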;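 note: median GFP fluorescence of the barcode-gated MEP2-GFP cells per well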
LAP4 TOR yeast: modulators of LAP4-GFP expression in yeast, primary screen, S. cerevisiae, multiplex flow cytometry, MLPCN library. 320,000 compounds, 0.34% hits. GFP response vs DMSO, % at 10 µM. 3 h; median GFP as percent of DMSO wells;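 active = GFP response vs DMSO above a set limit, about the screen mean plus 3 SD, cut at about 150% in these data; inconclusive = under 70 cell events counted for the yeast strain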
Efflux pump inh: inhibitors of Candida efflux pumps in yeast, primary screen, S. cerevisiae, Nile Red, multiplex; 330,000 compounds, 0.44% hits; S. cerevisiae Candida pump triplex; inhibition, % at 10 µM;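 active = plate passing quality check with inhibition over a set limit, or well fluorescence over plate mean plus 4 SD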;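 note: Nile Red retained in pooled yeast measured as flow cytometry median fluorescence; 0% = buffer negative control and 100% = Enniatin B positive control; higher means more Nile Red kept so more efflux inhibition; some compounds called inactive have numbers as strong as hits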
Yeast superoxide: reduction of superoxide in aged yeast, primary screen, HTS. S. cerevisiae aged cells, superoxide DHE fluorescence; stronger effect = lower value. superoxide response (% of plate mean), % at 10 µM. 330,000 compounds, 0.18% hits. AID 2690, 2010;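 active = superoxide response under a set limit, about three screen SD below normal, cut at about 65% in these data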;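 note: yeast aged for seven days with compound at 30 °C before DHE staining; 100% = average MFI of all compound-treated wells on the plate with controls excluded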
AHR act: AHR activators, primary screen, cell-based, luminescence, luciferase reporter, human; Aryl hydrocarbon receptor (Homo sapiens), P35869; AHR-responsive luciferase reporter cells; activation, % at 5 µM; 320,000 compounds, 2.5% hits; AID 2796, 2010; in the data active = activation above about 47%;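 note: 0% = vehicle wells and 100% = reference agonist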
Target sequence (P35869 whole entry, looked up): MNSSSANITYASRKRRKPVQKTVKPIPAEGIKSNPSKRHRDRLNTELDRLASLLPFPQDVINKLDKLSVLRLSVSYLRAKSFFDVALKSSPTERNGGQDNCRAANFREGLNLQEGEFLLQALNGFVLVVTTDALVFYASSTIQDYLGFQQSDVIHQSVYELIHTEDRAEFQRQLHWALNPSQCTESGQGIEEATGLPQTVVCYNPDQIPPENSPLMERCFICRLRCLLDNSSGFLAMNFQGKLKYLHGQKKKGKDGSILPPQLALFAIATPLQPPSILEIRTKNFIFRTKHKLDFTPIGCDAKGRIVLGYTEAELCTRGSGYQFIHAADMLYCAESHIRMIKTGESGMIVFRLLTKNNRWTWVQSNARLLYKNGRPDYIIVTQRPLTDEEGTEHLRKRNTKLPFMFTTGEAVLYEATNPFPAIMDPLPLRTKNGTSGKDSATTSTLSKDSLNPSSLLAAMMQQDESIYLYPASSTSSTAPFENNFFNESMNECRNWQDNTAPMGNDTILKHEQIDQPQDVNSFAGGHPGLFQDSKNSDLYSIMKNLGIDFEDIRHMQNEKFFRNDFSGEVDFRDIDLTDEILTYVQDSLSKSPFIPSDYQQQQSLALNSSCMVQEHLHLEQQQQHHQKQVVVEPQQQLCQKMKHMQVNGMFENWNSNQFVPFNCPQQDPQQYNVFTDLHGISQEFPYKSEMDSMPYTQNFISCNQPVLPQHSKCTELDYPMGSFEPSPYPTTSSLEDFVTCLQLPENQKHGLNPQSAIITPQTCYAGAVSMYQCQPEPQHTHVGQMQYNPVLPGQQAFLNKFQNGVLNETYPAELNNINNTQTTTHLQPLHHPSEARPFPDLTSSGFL
CIT2 TOR yeast: modulators of CIT2-GFP expression in yeast, primary screen, S. cerevisiae, GFP fusion, multiplex flow cytometry, MLPCN library; S. cerevisiae CIT2-GFP strain, 3 h; 100 means same as DMSO wells; GFP response vs DMSO, % at 10 µM; 320,000 compounds, 0.065% hits; AID 2029, 2009;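 active = GFP response relative to DMSO above a set limit, near the screen mean plus 3 SD, cut at about 150% in these data; inconclusive = Fewer than 70 cells measured for a yeast strain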;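 note: ratio of well median GFP fluorescence to mean of DMSO wells on the plate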
AGP1-GFP MLPCN: modulators of AGP1-GFP expression in yeast TOR pathway, primary screen, cell-based, multiplex flow cytometry, S. cerevisiae, MLPCN library; GFP response vs DMSO, % at 10 µM; 320,000 compounds, 0.02% hits; 3 h; GFP as percent of DMSO wells; AID 2066, 2009;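 active = GFP response relative to DMSO above a set limit, near screen average plus 3 SD, cut at about 150% in these data; inconclusive = fewer than 70 cells counted for the yeast strain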;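 note: median GFP channel fluorescence of the gated AGP1 strain per well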
* hit, by the source's call; ? = inconclusive; · = no result given; [ ] = another dose, or the depositor's remark. An unsorted share of the library (roughly 3.9% active in at least one column).

molecule	RPL19A TOR yeast	MEP2-GFP yeast	LAP4 TOR yeast	Efflux pump inh	Yeast superoxide	AHR act	CIT2 TOR yeast	AGP1-GFP MLPCN
COc1cc(C(=O)OCc2cc3ccccc3[nH]c2=O)cc(OC)c1OC	96.7	100.1	99.6	0.1	102.6	1.3	103.9	98.2
CC(C)(C)C(=O)Nc1ccccc1N1CCN(C(=O)c2ccc(Cl)cc2)CC1	99.6	99.2	93.6	0.0	100.1	0.3	·	103.8
COc1ccc(CCC(C)NCCc2ccc(Cl)cc2Cl)cc1 (configuration not stated)	103.2	114.5	107.0	0.4	102.4	0.2	106.3	107.1
COc1ccc(CN2C(=O)CCC2(C)C(=O)NC2CCCCCC2)cc1 (configuration not stated)	100.9	104.4	106.5	-0.1	106.7	-1.4	112.8	106.1
COc1nc(N)c(S(=O)(=O)c2ccc(C)cc2)cc1C#N	96.0	100.3	102.3	0.0	102.4	-1.3	98.8	100.2
CCc1nonc1NC(=O)c1oc2ccc(Cl)cc2c1C	103.5	100.2	90.8	0.1	119.7	-2.7	102.3	96.4
Cc1cc(N2CCN(c3ccccc3)CC2)nc2ccccc12	101.1	96.7	91.3	-0.1	98.7	124.9*	99.3	97.4
COc1ccc2[nH]c3c(NCc4ccco4)ncnc3c2c1	96.2	103.9	98.8	-0.1	80.7	71.2*	97.9	93.2
CCOC(=O)NCc1cc(-c2nn(C)c(=O)c3ccccc23)ccc1C	97.0	102.7	97.0	-0.2	115.5	4.2	92.7	99.6
Cc1ccc2cc(CCNC(=O)c3ccc(S(=O)(=O)N4CCCCC4)cc3)c(=O)[nH]c2c1	99.3	97.8	97.7	-0.3	89.3	3.4	103.3	102.1
CCOC(=O)C1=C(O)C(=O)N(Cc2cccnc2)C1c1ccc(C)cc1 (configuration not stated)	106.6	111.9	112.5	0.0	86.5	0.3	128.5	111.2
COc1cc(C(=O)N(Cc2ccc(N(C)C)cc2)C2CCS(=O)(=O)C2)cc(OC)c1OC (configuration not stated)	99.1	97.4	90.3	0.0	88.9	-1.5	·	101.3
Cc1ccc(C)c(NC(=O)c2nc(-c3ccccc3)n(-c3ccccc3)n2)c1	100.4	100.2	101.0	0.3	116.1	11.0	95.5	93.7
CCOC(=O)CN(C(=O)CSc1nnc(CNc2ccc(F)cc2)n1CC)c1ccc(F)cc1	99.5	93.6	97.5	0.1	95.1	6.0	88.3	96.6
Cc1ccc(Cn2c(C)nc3c(c2=O)c2nc4ccccc4nc2n3Cc2ccco2)cc1	99.2	90.7	99.5	0.9*	109.5	9.2	89.9	85.5
CCC(NS(=O)(=O)c1ccc(C)cc1)C(=O)O (configuration not stated)	94.4	94.1	90.8	0.2	114.9	-2.3	95.1	99.6
O=c1/c(=C\c2cc([N+](=O)[O-])cc([N+](=O)[O-])c2O)sc2nc3ccccc3n12	93.0	106.6	116.7	0.5	125.9	11.6	77.4	110.0
Cc1c(N=Nc2ccc(O)cc2)c(=O)n(-c2ccccc2)n1C	103.7	101.5	95.7	0.0	112.2	56.5*	97.5	99.7
CCOc1ccc(NC(=O)c2oc3ccccc3c2NC(=O)CC)cc1	99.8	106.8	103.0	0.0	88.3	95.0*	103.1	103.3
CC(C)c1nc(CNC(=O)c2cc(COc3c(F)cccc3F)on2)cs1	102.4	99.5	101.5	0.1	126.1	4.5	101.8	98.2
COc1ccc(CCN2C(=O)CC(NC34CC5CC(CC(C5)C3)C4)C2=O)cc1OC (configuration not stated)	93.4	99.1	98.9	0.0	90.5	2.0	94.4	102.0
O=C(c1cccs1)N1CCN(Cc2cccc([N+](=O)[O-])c2)CC1	104.8	109.7	95.9	0.5	105.0	-6.0	94.1	97.2
O=C(O)c1cc2nc3c(c(C(F)(F)F)n2n1)CCc1ccccc1-3	102.3	108.7	115.3	-0.1	112.3	4.2	141.9	109.5
CCOc1nc(C)ccc1-c1noc(-c2ccco2)n1	95.1	104.3	98.4	0.1	116.8	-2.1	100.8	95.5
O=C(COC(=O)c1ccco1)c1ccc(Cl)cc1	99.3	106.0	101.6	0.1	122.0	-2.4	100.8	93.7
Cc1cc(C)n(-c2ccc(NC(=O)C3CCCCN3C(=O)c3ccoc3C)cc2)n1 (configuration not stated)	104.5	105.3	98.5	0.1	98.1	3.5	108.9	106.2
CCC(CC)c1nnc(NC(=O)c2cc(-c3ccccc3)nc3ccccc23)s1	102.3	105.2	107.3	-0.1	119.3	2.3	107.5	100.0
COc1cccc(CNC(=O)C2CCN(S(=O)(=O)c3ccc(C)cc3)CC2)c1	97.0	101.8	123.3	-0.2	96.7	0.8	95.3	94.5
Cc1cc(C)nc(Nc2n[nH]c(-c3cccc4ccccc34)n2)n1	99.2	118.2	113.1	0.2	118.5	1.2	86.9	108.9
N#C/C(=C\c1ccccc1C(F)(F)F)C(=O)Nc1ccccc1F	108.0	106.7	105.1	-0.2	91.4	-1.6	102.6	102.7
Cc1cc2oc(C(=O)N(Cc3ccc(N(C)C)cc3)CC3CCCO3)c(C)c2cc1C (configuration not stated)	105.2	100.0	95.1	0.0	71.9	5.1	93.1	98.3
O=C(Nc1ccc(S(=O)(=O)Nc2nccs2)cc1)c1c(F)c(F)c(F)c(F)c1F	105.1	92.0	76.5	-0.3	108.0	0.4	111.9	98.9
CC1CCN(C(c2ccccc2)c2nnnn2C(C)(C)C)CC1 (configuration not stated)	99.4	94.2	85.9	-0.1	87.5	7.9	89.2	84.7
c1cncc(CNc2ncn[nH]2)c1	106.3	102.4	110.5	0.0	90.9	1.0	107.2	109.8
Cc1csc(/C(C#N)=N/O)n1	97.5	102.2	93.8	-0.1	92.0	3.1	96.9	99.2
Cc1ccc(S(=O)(=O)N2CCCCC2C(=O)O)cc1 (configuration not stated)	95.0	93.0	100.3	-0.1	85.8	-1.1	87.5	91.7
CCOc1ccc(C(=O)NCCN(C)C)cc1	91.4	129.8	117.0	0.1	102.4	1.0	111.1	109.4
COc1cccc(NC(=O)Cn2c3ccc(F)cc3c3nc4n(c(=O)c32)CCS4)c1	100.9	99.1	100.9	-0.3	82.6	-0.7	105.3	106.0
CCn1ccc(C(=O)Nc2ncc(C)s2)n1	95.5	96.6	95.4	1.2	95.6	23.3	95.8	99.9
Cc1nn(-c2ccccc2)c2sc(C(=O)N(Cc3ccco3)C(C)C(=O)NC(C)(C)C)cc12 (configuration not stated)	104.4	93.1	112.1	0.0	92.3	2.5	98.1	108.6
Cc1nc2nc[nH]n2c(=O)c1CCOC(=O)c1ccccc1F	98.0	100.6	101.4	-0.2	124.6	5.7	103.9	99.8
NC(=O)CC(NC(=O)c1cccc(Br)c1)c1ccc(NC2CCN(Cc3ccccc3)CC2)c([N+](=O)[O-])c1 (configuration not stated)	99.1	97.7	97.8	0.1	107.2	4.8	91.2	93.4
COc1ccc(OC)c(S(=O)(=O)NC(C)CCc2ccccc2)c1 (configuration not stated)	100.2	109.3	95.0	0.1	96.6	0.8	103.8	99.0
Oc1ccc(-c2nnc(Nc3cccc(O)c3)c3ccccc23)cc1	99.9	108.8	99.8	0.4	90.7	7.6	94.2	101.1
COc1ccc(NC(=O)COC(C)=O)cc1OC	99.7	99.6	100.0	0.0	94.1	-1.8	102.5	102.8
COc1ccc(Nc2oc(-c3ccco3)nc2S(=O)(=O)c2ccc(F)cc2)cc1	102.1	94.3	92.8	-0.2	102.3	-3.3	94.6	96.5
CCOCCCNC(=O)Cc1ccc(-n2c(CC)nc3cccnc32)cc1	105.8	102.3	91.7	0.0	102.7	·	101.7	103.2
CCOc1ccc(OCC)c(S(=O)(=O)NCc2ccccc2)c1	99.0	108.0	102.6	0.2	100.9	0.2	95.4	95.8
O=C(CSc1nnc(-c2ccncc2)o1)Nc1cccc(F)c1	100.6	101.6	116.7	0.2	108.0	8.3	92.5	107.5
OCC1(CCOc2ccccc2)CCN(Cc2ccc3c(c2)OCCO3)CC1	101.7	104.5	81.4	0.0	87.0	6.7	76.2	25.9

(listing goes on)
molecule	RPL19A TOR yeast	MEP2-GFP yeast	LAP4 TOR yeast	Efflux pump inh	Yeast superoxide	AHR act	CIT2 TOR yeast	AGP1-GFP MLPCN
O=C(CSc1nnc(-c2cccnc2)n1Cc1ccco1)c1ccc(Br)cc1	98.2	97.5	106.7	0.4	108.3	4.0	95.0	101.3
CCC[C@H](CN[C@@H](CNC)[C@H](C)O)NCCc1ccc(OC)cc1	?	79.3[may fluoresce red]	?	0.2	123.3	1.2	73.9[may fluoresce red]	71.5[may fluoresce red]
O=C(CNC(=O)c1ccc(Cl)cc1Cl)OCc1cn2cc(Br)ccc2n1	95.2	93.3	97.2	-0.3	102.8	1.4	95.8	95.9
CCCc1nc2nc(C)c(NS(=O)(=O)c3ccc(CC(C)C)cc3)c(=O)n2[nH]1	90.8	102.7	83.3	0.1	101.8	2.9	95.0	87.0
COCC(=O)OCC(=O)c1cc(C)n(-c2ccc(Br)cc2)c1C	98.7	92.5	101.2	0.7	102.5	3.2	78.3	94.2
COc1ccc(Cc2nnc(NCCO)[nH]c2=O)cc1OC	104.9	104.2	96.8	-0.1	92.9	-0.1	106.2	104.7
